DAGLB inhibitor: diacylglycerol lipase beta (human) inhibition; Q8NCG7; HEK293T DAGLB membrane lysate, EnzChek fluorogenic substrate; inhibition, % at 5.17 µM; actives 0.059% (n = 340,000); in the data active = inhibition above about 34%;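 note: 0% = enzyme with vehicle and 100% = wells lacking enzyme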
LANA DNA inh: blocks KSHV LANA C-terminal domain binding to DNA. MBP-C-LANA/FAM-LBS DNA binding, fluorescence polarization. inhibition, % at 9 µM. actives 0.078% (n = 340,000). AID 504423;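 active = highest replicate inhibition at or above 60% at 9 µM, even if other replicates fall short; inactive = all replicates below 60% inhibition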;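 note: 0% = neutral control wells and 100% = 4 µM acridine orange control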
SR-BI DiI-HDL act: activators of SR-BI mediated HDL lipid uptake | CHO ldlA[mSR-BI] cells, DiI-HDL uptake fluorescence, 3 h; 100 = double the neutral-control signal | activation, % at 12.5 µM | actives 0.096% (n = 320,000) | AID 504775;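 active = mean replicate activation of at least 60% and every replicate at or above 60%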;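 note: 0% = median plate neutral-control signal and 100% = twice that signal; values of inactives mirror those of a sister screen read the other way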
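Material: SR-BI-overexpressing, LDLR-lacking CHO cells | Dosing: Single compound concentration, delivered by pin transfer | Probe or stimulus: Labelled HDL, 10 µg/mL | Signal: Bottom-read cell fluorescence after medium removal, ex 550/em 595 nm | Schedule: 3 h, 37 °C | Evaluation: HDL uptake via cellular fluorescence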
RTF Ca sens inh: cardiac RTF calcium desensitization; IANBD-labeled cardiac RTF, Ca2+ fluorescence; inhibition, % at 7.15 µM; actives 0.12% (n = 340,000); AID 493244;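 active = inhibition above the mean inhibition of all tested compounds plus 3 SD, cut at about 17% in these data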;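 note: assay run at fixed EC70 calcium of 1.6 mM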
PvdQ inh: P. aeruginosa PvdQ acylase inhibition. actives 0.063% (n = 340,000). purified PvdQ acylase, fluorescence plate reader. AID 488965. inhibition, % at 10 µM; in the data active = inhibition above about 30%, passing the limit was not always enough;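 note: 0% = vehicle neutral wells and 100% = reference inhibitor wells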
PKA-R2B activ: activators of human PKA-R2B complex; P22694+P31323; AID 504700; actives 0.079% (n = 340,000); PKA-R2B holoenzyme dissociation, Cy5-IP20 fluorescence polarization; R2B truncated from residue 108, S112A mutant; 0% DMSO only, 100% 113 µM cGMP; activation, % at 11.4 µM;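 active = activation above a cutoff set at the mean over all compounds plus 3 SD, cut at about 18% in these data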;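 note: higher means more holoenzyme dissociation and a rise in polarization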
Target sequence (P31323 whole entry, looked up, other chains not shown, the tested form may be a part): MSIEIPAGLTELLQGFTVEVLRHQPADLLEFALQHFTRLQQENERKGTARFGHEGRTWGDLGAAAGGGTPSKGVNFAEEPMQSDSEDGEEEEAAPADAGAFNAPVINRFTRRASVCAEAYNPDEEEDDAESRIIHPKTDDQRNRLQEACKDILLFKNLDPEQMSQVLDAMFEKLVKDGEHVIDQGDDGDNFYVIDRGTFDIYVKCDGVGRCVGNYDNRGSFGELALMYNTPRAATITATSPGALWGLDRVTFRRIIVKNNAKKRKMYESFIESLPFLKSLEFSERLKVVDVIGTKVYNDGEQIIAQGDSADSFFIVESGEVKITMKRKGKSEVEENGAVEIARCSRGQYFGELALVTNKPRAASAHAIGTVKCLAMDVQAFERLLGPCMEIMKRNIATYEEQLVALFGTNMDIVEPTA
Keap1 Nrf2 FP: inhibitors of human Keap1-Nrf2 protein-protein interaction. Q14145. Keap1 Kelch-Nrf2 peptide fluorescence polarization, 1536-well. inhibition, % at 9.4 µM. actives 0.15% (n = 340,000). AID 504523; in the data active = inhibition above about 12%;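 note: human Keap1 Kelch domain with fluorescein labeled Nrf2 9mer peptide probe; 0% = neutral control wells and 100% = peptide positive control; higher means more block of Keap1 binding to Nrf2 peptide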
Target sequence (Q14145 whole entry, looked up, the tested form may be a part): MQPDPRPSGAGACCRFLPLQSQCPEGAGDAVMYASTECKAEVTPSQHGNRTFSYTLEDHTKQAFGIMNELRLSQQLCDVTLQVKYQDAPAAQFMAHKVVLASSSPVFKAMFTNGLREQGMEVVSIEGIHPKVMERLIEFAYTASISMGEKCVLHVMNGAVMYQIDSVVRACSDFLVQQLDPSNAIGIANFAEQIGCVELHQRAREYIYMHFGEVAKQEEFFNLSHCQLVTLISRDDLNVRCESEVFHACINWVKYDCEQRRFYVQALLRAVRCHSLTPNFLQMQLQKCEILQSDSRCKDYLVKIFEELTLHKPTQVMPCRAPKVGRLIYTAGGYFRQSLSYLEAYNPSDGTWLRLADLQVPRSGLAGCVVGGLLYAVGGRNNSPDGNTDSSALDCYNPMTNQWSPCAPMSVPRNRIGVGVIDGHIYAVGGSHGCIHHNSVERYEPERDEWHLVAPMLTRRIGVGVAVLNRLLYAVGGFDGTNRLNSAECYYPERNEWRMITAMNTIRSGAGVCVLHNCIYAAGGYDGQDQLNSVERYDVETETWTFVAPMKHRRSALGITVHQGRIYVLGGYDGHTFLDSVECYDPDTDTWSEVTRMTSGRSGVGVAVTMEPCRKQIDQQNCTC
NSD2 HMT inh: NSD2 (human) methyltransferase inhibition; actives 0.54% (n = 310,000); inhibition, % at 12.5 µM; NSD2 peptide methylation, AlphaScreen, 120 min; O96028; in the data active = inhibition above about 50%
Arrestin-AP2 inh: human beta-arrestin and AP2 interaction inhibition; FITC-arrestin peptide / GST-AP2 beads, flow cytometry; AP2 beta2 appendage carries R879A mutation; actives 0.31% (n = 340,000); inhibition, % at 10 µM;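 active = inhibition above a set limit, near 3 SD of compounds lacking own fluorescence, cut at about 54% in these data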;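 note: plate controls were DMSO wells for no effect and 5 µM unlabelled arrestin peptide for full effect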
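Test system: GST-tagged AP2 beta2-adaptin appendage (R879A) on 4 µm glutathione beads; also added: fluorescein-tagged arrestin peptide at 50 nM final; timing: 12 min plus 1 h, RT; signal: flow cytometry, FL1 (488/535 nm); read-out: percent drop in bead-associated FITC signal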
SR-BI HDL uptake: blocks mouse SR-BI lipid uptake from DiI-HDL. ldlA[mSR-BI] CHO cells, DiI-HDL uptake fluorescence, 3 h. inhibition, % at 12.5 µM. Q61009. actives 0.96% (n = 320,000);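 active = mean replicate inhibition of at least 70% and a set share of replicates each scoring 70 or more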;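 note: 0% = median of neutral control wells and 100% = median of positive control wells; values of inactives mirror those of a sister screen read the other way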
* = called active by the depositor. An unsorted share of the library (roughly 2.1% active in at least one column).

COc1ccc(NC(=O)CSc2nc(C(C)C)nc3c2c(=O)n(C)c(=O)n3C)c(OC)c1 was read as DAGLB inhibitor -1, LANA DNA inh 0.9, SR-BI DiI-HDL act 20, RTF Ca sens inh -11, PvdQ inh -10, PKA-R2B activ 8, Keap1 Nrf2 FP 1, NSD2 HMT inh 1, Arrestin-AP2 inh 8 and SR-BI HDL uptake -20.
Screening O=C(O)C(Cc1ccccc1)n1cnnn1 (centres undefined) returned DAGLB inhibitor -1, LANA DNA inh -0.9, SR-BI DiI-HDL act 6, RTF Ca sens inh -12, PvdQ inh -16, PKA-R2B activ -10, Keap1 Nrf2 FP -5, NSD2 HMT inh 3, Arrestin-AP2 inh 2 and SR-BI HDL uptake -6.
For CS(=O)(=O)N(CC(=O)N1CCc2ccccc2C1)Cc1ccc(Cl)cc1 the results were DAGLB inhibitor -3, LANA DNA inh 0.2, SR-BI DiI-HDL act 3, RTF Ca sens inh -3, PvdQ inh -11, PKA-R2B activ -4, Keap1 Nrf2 FP 0, NSD2 HMT inh 1, Arrestin-AP2 inh -3 and SR-BI HDL uptake -3.
For O=C(Nc1cccnc1)c1cc(-c2ccc(F)cc2)on1 the results were DAGLB inhibitor -3, LANA DNA inh 1.2, RTF Ca sens inh -16, PvdQ inh -8, PKA-R2B activ -5, Keap1 Nrf2 FP -10, NSD2 HMT inh 0 and Arrestin-AP2 inh 0.
`c1ccc(CNc2ncnc3c2oc2ccccc23)nc1` gave DAGLB inhibitor 0, LANA DNA inh 0.7, SR-BI DiI-HDL act -7, RTF Ca sens inh -9, PvdQ inh -22, PKA-R2B activ -8, Keap1 Nrf2 FP -8, NSD2 HMT inh -2, Arrestin-AP2 inh 1 and SR-BI HDL uptake 7.
For O=C(CN1CCN(S(=O)(=O)c2ccc3ccccc3c2)CC1)Nc1ccc2c(c1)CCC2 the results were DAGLB inhibitor -4, LANA DNA inh -2.1, SR-BI DiI-HDL act 4, RTF Ca sens inh 3, PvdQ inh -24, PKA-R2B activ 3, Keap1 Nrf2 FP -1, NSD2 HMT inh -3, Arrestin-AP2 inh -4 and SR-BI HDL uptake -4.
O=C(NCc1cccnc1)C(=O)NCC1CCCO1 (centres undefined) was read as DAGLB inhibitor 0, LANA DNA inh 0.7, SR-BI DiI-HDL act 1, RTF Ca sens inh -6, PvdQ inh -7, PKA-R2B activ -11, Keap1 Nrf2 FP 0, NSD2 HMT inh -4, Arrestin-AP2 inh -3 and SR-BI HDL uptake -1.
`COC(=O)N1C(=O)[C@@](c2ccccc2)(C2CCCC2)N1C(=O)OC` gave DAGLB inhibitor 2, LANA DNA inh 0.9, SR-BI DiI-HDL act 10, RTF Ca sens inh 1, PvdQ inh -7, PKA-R2B activ -2, Keap1 Nrf2 FP -72, Arrestin-AP2 inh 1 and SR-BI HDL uptake -10.
Cc1ccsc1C(=O)N(CC(C)C)c1c(N)n(Cc2ccccc2)c(=O)[nH]c1=O was read as DAGLB inhibitor -1, LANA DNA inh 2.9, SR-BI DiI-HDL act 22, RTF Ca sens inh -4, PvdQ inh 0, PKA-R2B activ 12, Keap1 Nrf2 FP 4, NSD2 HMT inh 3, Arrestin-AP2 inh 30 and SR-BI HDL uptake -22.
For CCOC(=O)/C=C/C(=O)OCC(=O)Nc1c(Cl)cccc1Cl the results were DAGLB inhibitor 0, LANA DNA inh -0.8, SR-BI DiI-HDL act 3, RTF Ca sens inh -9, PvdQ inh -6, PKA-R2B activ -5, Keap1 Nrf2 FP -3, NSD2 HMT inh 0, Arrestin-AP2 inh 8 and SR-BI HDL uptake -3.
COCCNCCOc1ccc(C)cc1[N+](=O)[O-] was read as DAGLB inhibitor 2, LANA DNA inh 2.7, SR-BI DiI-HDL act 54, RTF Ca sens inh -8, PvdQ inh -11, PKA-R2B activ -9, Keap1 Nrf2 FP 4, NSD2 HMT inh -42, Arrestin-AP2 inh 3 and SR-BI HDL uptake -54.
For CSc1ccccc1NC(=O)c1ccc([N+](=O)[O-])cc1 the results were DAGLB inhibitor -5, LANA DNA inh 0.3, SR-BI DiI-HDL act -25, RTF Ca sens inh -1, PvdQ inh -24, PKA-R2B activ -1, Keap1 Nrf2 FP -5, NSD2 HMT inh -1, Arrestin-AP2 inh 26 and SR-BI HDL uptake 25.
For CC(OC(=O)c1ccccc1)C(=O)NCCC1=CCCCC1 (centres undefined) the results were DAGLB inhibitor -2, LANA DNA inh 0.2, RTF Ca sens inh -5, PvdQ inh -9, PKA-R2B activ -7, Keap1 Nrf2 FP -3, NSD2 HMT inh 0 and Arrestin-AP2 inh -5.
`COc1ccccc1OCC(=O)Nc1cc(C)ccc1NC(=O)c1ccco1` gave DAGLB inhibitor -1, LANA DNA inh -1.6, RTF Ca sens inh -1, PvdQ inh -2, PKA-R2B activ -1, Keap1 Nrf2 FP -3, NSD2 HMT inh -1, Arrestin-AP2 inh 23 and SR-BI HDL uptake -7.
N#Cc1ccc(OCC(=O)Nc2ccncc2)cc1 was read as DAGLB inhibitor 1, LANA DNA inh 0.5, RTF Ca sens inh -2, PvdQ inh -3, PKA-R2B activ -3, Keap1 Nrf2 FP -4, NSD2 HMT inh -1 and Arrestin-AP2 inh -11.
For C=CC1=CCN(S(=O)C(C)(C)C)[C@H]1CCO (some centres undefined) the results were DAGLB inhibitor -1, LANA DNA inh -0.1, SR-BI DiI-HDL act 13, RTF Ca sens inh -12, PvdQ inh -5, PKA-R2B activ -13, Keap1 Nrf2 FP 0, Arrestin-AP2 inh 4 and SR-BI HDL uptake -13.
`CCOC(=O)c1[nH]c2ccccc2c1NC(=O)C1CCCCC1` gave DAGLB inhibitor -1, LANA DNA inh 0.3, SR-BI DiI-HDL act 5, RTF Ca sens inh 4, PvdQ inh 3, PKA-R2B activ -1, Keap1 Nrf2 FP 0, NSD2 HMT inh -1, Arrestin-AP2 inh 17 and SR-BI HDL uptake -5.
`CCOC(=O)c1ccccc1NC(=O)CSc1nc2ccccc2n1CC(=O)N1CCCC1` gave DAGLB inhibitor -1, LANA DNA inh 0.6, SR-BI DiI-HDL act -18, RTF Ca sens inh -11, PvdQ inh 0, PKA-R2B activ 7, Keap1 Nrf2 FP 0, NSD2 HMT inh 1, Arrestin-AP2 inh 4 and SR-BI HDL uptake 18.
COc1ccc(CCNC(=O)c2ccc3c(c2)OCO3)cc1 was read as DAGLB inhibitor -3, LANA DNA inh -2.0, RTF Ca sens inh 3, PvdQ inh -3, PKA-R2B activ -3, Keap1 Nrf2 FP 10, NSD2 HMT inh 1 and Arrestin-AP2 inh 22.
`CCCCNC(=O)CS(=O)Cc1nc(-c2cccc(C)c2)oc1C` (centres undefined) gave DAGLB inhibitor -2, LANA DNA inh -0.5, SR-BI DiI-HDL act -3, RTF Ca sens inh -3, PvdQ inh -3, PKA-R2B activ -7, Keap1 Nrf2 FP -1, Arrestin-AP2 inh 0 and SR-BI HDL uptake 3.
C/C=C/c1ccc(OCCCNC(C)CC)c(OC)c1 (centres undefined) was read as DAGLB inhibitor 2, LANA DNA inh 1.3, SR-BI DiI-HDL act -1, RTF Ca sens inh -9, PvdQ inh 0, PKA-R2B activ -1, Keap1 Nrf2 FP 4, NSD2 HMT inh 26, Arrestin-AP2 inh 15 and SR-BI HDL uptake 1.
Screening COc1ccc(-n2cc(C(=O)Nc3cc([N+](=O)[O-])ccc3OC)c3ccccc3c2=O)cc1 returned DAGLB inhibitor -2, LANA DNA inh 2.5, RTF Ca sens inh -5, PvdQ inh -2, PKA-R2B activ 2, Keap1 Nrf2 FP 2, NSD2 HMT inh 2 and Arrestin-AP2 inh 18.
Screening O=C(COc1ccccc1)Nc1cc(S(=O)(=O)N2CCOCC2)ccc1N1CCCC1 returned DAGLB inhibitor -2, LANA DNA inh -0.2, SR-BI DiI-HDL act 20, RTF Ca sens inh 0, PvdQ inh -18, PKA-R2B activ -11, Keap1 Nrf2 FP -4, NSD2 HMT inh 0, Arrestin-AP2 inh -3 and SR-BI HDL uptake -20.
Screening COc1ccccc1OCCC(=O)OCC(=O)NCc1ccc(Cl)cc1 returned DAGLB inhibitor 4, LANA DNA inh 0.7, SR-BI DiI-HDL act 2, RTF Ca sens inh 2, PvdQ inh -5, PKA-R2B activ 3, Keap1 Nrf2 FP 3, Arrestin-AP2 inh -23 and SR-BI HDL uptake -2.
`O=C(CO/N=C/c1ccc(OC(F)F)cc1)NCc1ccc(F)cc1` gave DAGLB inhibitor 2, LANA DNA inh 0.0, SR-BI DiI-HDL act 10, RTF Ca sens inh -11, PvdQ inh 12, PKA-R2B activ -2, Keap1 Nrf2 FP -6, NSD2 HMT inh -5, Arrestin-AP2 inh 18 and SR-BI HDL uptake -10.
`CCOC(=O)NCc1ccc(Cl)c(Cl)c1` gave DAGLB inhibitor -3, LANA DNA inh -1.4, SR-BI DiI-HDL act -5, RTF Ca sens inh 16, PvdQ inh 11, PKA-R2B activ -4, Keap1 Nrf2 FP -2, NSD2 HMT inh -2, Arrestin-AP2 inh 8 and SR-BI HDL uptake 5.
COc1cc(C2C(C(C)=O)=C(O)C(=O)N2CCN(C)C)ccc1O (centres undefined) was read as DAGLB inhibitor -2, LANA DNA inh 0.0, SR-BI DiI-HDL act 22, RTF Ca sens inh 1, PvdQ inh -7, PKA-R2B activ 3, Keap1 Nrf2 FP -3, NSD2 HMT inh 1, Arrestin-AP2 inh 69* and SR-BI HDL uptake -22.
O=C(Nc1ccc2oc(-c3ccccc3Cl)nc2c1)c1cncc(Br)c1 was read as DAGLB inhibitor 0, LANA DNA inh 0.0, SR-BI DiI-HDL act -37, RTF Ca sens inh -2, PvdQ inh 9, PKA-R2B activ -5, Keap1 Nrf2 FP -4, NSD2 HMT inh 1, Arrestin-AP2 inh 6 and SR-BI HDL uptake 37.
`CCN(CC)CCNC(=O)c1ccc(NC(=O)c2ccc(S(=O)(=O)N(C)c3ccccc3OC)cc2)cc1` gave DAGLB inhibitor 0, LANA DNA inh 2.2, SR-BI DiI-HDL act -1, RTF Ca sens inh -5, PvdQ inh -9, PKA-R2B activ -6, Keap1 Nrf2 FP 5, NSD2 HMT inh 15, Arrestin-AP2 inh -5 and SR-BI HDL uptake 1.
Screening c1ccc(CCn2nnnc2CN2CCCc3ccccc32)cc1 returned DAGLB inhibitor -7, LANA DNA inh -0.8, SR-BI DiI-HDL act 18, RTF Ca sens inh -14, PvdQ inh -14, PKA-R2B activ -1, Keap1 Nrf2 FP 2, NSD2 HMT inh 0, Arrestin-AP2 inh -12 and SR-BI HDL uptake -18.
`COc1cc(C(C(=O)NC2CCCC2)N(Cc2ccccc2)C(=O)c2snc(C(N)=O)c2N)ccc1O` (centres undefined) gave DAGLB inhibitor 1, LANA DNA inh -0.2, RTF Ca sens inh -8, PvdQ inh -14, PKA-R2B activ 4, Keap1 Nrf2 FP -1, NSD2 HMT inh -6 and Arrestin-AP2 inh 19.
